# NSD2 inh: inhibitors of human NSD2, primary screen, biochemical, plate reader, single point. NSD2-SET H3K36me1 DELFIA fluorescence. inhibition, % at 12.5 µM. hit rate 0.07% among 44,000; in the data active = inhibition above about 54%, passing the limit was not always enough; inconclusive = no clear call, values can overlap the other calls;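 note: inhibitors reduce the monomethyl H3K36 fluorescence signal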
# An asterisk follows results filed as active; ? = inconclusive. A portion of the library; count on the stated rates, not on these rows.
SMILES,NSD2 inh
O=C(c1ccccc1)N1Cc2ccccc2[C@H]2OC(c3ccc(OCCCO)cc3)=N[C@@]2(CCS(=O)(=O)c2ccccc2)C1=O,-8
Cc1ccc2[nH]c(=O)c(CN(C)S(C)(=O)=O)cc2c1,-3
Cc1ccc(S(=O)(=O)Nc2cccc3c2O[C@@H](CN(C)S(=O)(=O)c2cn(C)cn2)[C@@H](C)CN([C@H](C)CO)C3=O)cc1,-3
Cc1noc(C)c1NC(=O)Nc1ccc2c(c1)C(=O)N([C@@H](C)CO)C[C@H](C)[C@@H](CN(C)CC1CCCCC1)OCCCC[C@H](C)O2,0
C[C@@H]1CN([C@@H](C)CO)C(=O)c2cccc(NC(=O)c3nc4ccccc4s3)c2O[C@H]1CN(C)C(=O)Nc1ccccc1,0
COc1ccc(NC(=O)N(C)C[C@H]2Oc3c(NC(=O)Nc4ccc5c(c4)OCO5)cccc3C(=O)N([C@H](C)CO)C[C@@H]2C)cc1,-1
C[C@H]1CN([C@@H](C)CO)S(=O)(=O)c2ccc(/C=C/c3ccccc3)cc2O[C@@H]1CN(C)C(=O)CN1CCOCC1,-1
C[C@@H]1CCCCO[C@@H](CN(C)Cc2ccncc2)[C@H](C)CN([C@H](C)CO)C(=O)c2cc(N(C)C)ccc2O1,3
CC(C)NC(=O)Nc1ccc2c(c1)C(=O)N([C@H](C)CO)C[C@@H](C)[C@H](CN(C)Cc1ccc(C(F)(F)F)cc1)OCCCC[C@H](C)O2,-5
C[C@H](CO)N1C[C@H](C)[C@H](CN(C)Cc2ccncc2)Oc2ccc(NS(=O)(=O)c3cn(C)cn3)cc2CC1=O,2
C[C@H]1CN([C@@H](C)CO)C(=O)c2cccc(NC(=O)Nc3ccc(F)cc3)c2O[C@H]1CN(C)Cc1ccc(C(F)(F)F)cc1,-3
Cc1noc(C)c1S(=O)(=O)Nc1ccc2c(c1)C(=O)N([C@H](C)CO)C[C@H](C)[C@H](CN(C)Cc1ccc(Oc3ccccc3)cc1)O2,1
CCCN(C)C[C@H]1Oc2ncc(C#CCOC)cc2C(=O)N([C@@H](C)CO)C[C@H]1C,-10
C[C@H](CO)N1C[C@H](C)[C@@H](CN(C)C(=O)Nc2ccc(C(F)(F)F)cc2)Oc2c(NS(=O)(=O)c3ccccc3)cccc2C1=O,-4
COC(=O)C1=COC(O[C@@H]2O[C@H](CO)[C@@H](O)[C@H](O)[C@H]2O)[C@@H]2[C@@H](C)[C@@H](OC(=O)/C=C/c3ccc(O)c(O)c3)[C@@H](O)[C@H]12 (stereo partly specified),-2
COc1ccc(S(=O)(=O)Nc2ccc3c(c2)CC(=O)N([C@H](C)CO)C[C@@H](C)[C@H](CN(C)C(=O)Nc2ccc(F)cc2)O3)cc1,-6
Cc1noc(C)c1NC(=O)N(C)C[C@H]1OCCCC[C@@H](C)Oc2ccc(N(C)C)cc2C(=O)N([C@H](C)CO)C[C@H]1C,3
O=C1C[C@@H](c2ccc(O)cc2)Oc2cc(O)c([C@@H]3O[C@H](CO)[C@@H](O)[C@H](O)[C@H]3O)c(O)c21,-3
NS(=O)(=O)C#Cc1ccccc1,1
CC(=O)N[C@@H](Cc1c[nH]c2ccccc12)C(N)=O,-5
C[C@H](CO)N1C[C@H](C)[C@H](CN(C)Cc2ccc(C(F)(F)F)cc2)Oc2ccc(NC(=O)Nc3ccc4c(c3)OCO4)cc2CC1=O,0
CN(Cc1ccccc1)CC1CC(c2ccccc2)OC(c2ccc(NC(=O)CCCCCCC(=O)O)cc2)O1 (stereo unspecified),-2
COc1ccc(-c2cnc3c(c2)C(=O)N([C@H](C)CO)C[C@H](C)[C@H](CN(C)Cc2ccc4c(c2)OCO4)O3)cc1,8
CCC(=O)N(C)C[C@@H]1Oc2ncc(-c3ccc(C#N)cc3)cc2C(=O)N([C@@H](C)CO)C[C@H]1C,-2
C[C@@H]1CN([C@@H](C)CO)C(=O)Cc2cc(NC(=O)Cc3ccccc3)ccc2O[C@@H]1CN(C)C(=O)NC1CCCCC1,-4

# Continued.
SMILES,NSD2 inh
C[C@@H]1CN([C@H](C)CO)C(=O)c2cccc(NC(=O)Nc3ccc(F)cc3)c2O[C@@H]1CN(C)C(=O)NC1CCCCC1,-2
CC(C)COCC(CN(Cc1ccccc1)c1ccccc1)N1CCCC1 (stereo unspecified),20
C[C@@H]1CN([C@@H](C)CO)C(=O)c2cccc(NS(C)(=O)=O)c2O[C@H]1CN(C)Cc1ccc(Oc2ccccc2)cc1,-3
C[C@H](CO)N1C[C@H](C)[C@@H](CN(C)Cc2ccc(Cl)c(Cl)c2)Oc2c(NC(=O)Nc3cccc4ccccc34)cccc2C1=O,-2
O=C1O[C@H](c2ccccc2)[C@H](c2ccccc2)N2[C@H]1[C@@H](C(=O)N1CCCCCCC1)[C@]1(C(=O)Nc3ccc(C#CC4(O)CCCCCC4)cc31)[C@H]2c1ccccc1OCCO,14
C[C@H]1CN([C@@H](C)CO)C(=O)Cc2cc(NC(=O)NC3CCCCC3)ccc2O[C@H]1CN(C)Cc1ccc(-c2ccccc2)cc1,0
CNC[C@H]1Oc2ccc(NS(=O)(=O)c3ccc(C)cc3)cc2CC(=O)N([C@@H](C)CO)C[C@H]1C,-1
C[C@@H]1CN([C@H](C)CO)C(=O)c2cc(C#Cc3cccnc3)cnc2O[C@H]1CN(C)C(=O)CN(C)C,17
C[C@H](CO)N1C[C@H](C)[C@@H](CN(C)C(=O)Nc2ccc(C(F)(F)F)cc2)Oc2ccc(NC(=O)C3CCCCC3)cc2C1=O,-6
O=C(NO)c1cccc(C(=O)N/N=C/c2cc(Br)cc([N+](=O)[O-])c2O)c1,-3
Cc1noc(C)c1NC(=O)Nc1ccc2c(c1)C(=O)N([C@@H](C)CO)C[C@H](C)[C@H](CN(C)S(=O)(=O)c1ccc(F)cc1)OCCCC[C@H](C)O2,-5
C[C@@H]1CN([C@H](C)CO)C(=O)c2cc(C#CCN(C)C)cnc2O[C@@H]1CN(C)C(=O)c1cccc(F)c1,1
Cc1noc(C)c1NC(=O)N(C)C[C@H]1Oc2c(NC(=O)c3ccc(-c4nccs4)cc3)cccc2C(=O)N([C@@H](C)CO)C[C@H]1C,3
Cc1ccc(S(=O)(=O)N(C)C[C@H]2Oc3cc(C4=CCCC4)ccc3S(=O)(=O)N([C@H](C)CO)C[C@@H]2C)cc1,-4
C[C@H]1CCCCO[C@@H](CN(C)C(=O)Nc2cccc3ccccc23)[C@@H](C)CN([C@@H](C)CO)C(=O)c2cc(NC(=O)c3ccncc3)ccc2O1,3
CC(C)NC(=O)N(C)C[C@@H]1Oc2ccc(NC(=O)C3CCCCC3)cc2CC(=O)N([C@H](C)CO)C[C@@H]1C,-4
C[C@@H]1CCCCO[C@@H](CN(C)C)[C@@H](C)CN([C@H](C)CO)C(=O)c2cc(NC(=O)c3ccccc3)ccc2O1,?
C[C@H]1CN([C@@H](C)CO)C(=O)Cc2cc(NC(=O)C3CC3)ccc2O[C@@H]1CN(C)C(=O)Nc1ccc2c(c1)OCO2,3
CC(C)NC(=O)Nc1ccc2c(c1)C(=O)N([C@@H](C)CO)C[C@@H](C)[C@@H](CN(C)S(C)(=O)=O)O2,0
COc1ccc(NC(=O)N[C@H]2C=C[C@H](CC(=O)NC3CCC3)O[C@@H]2CO)cc1,1
C[C@@H]1CN([C@H](C)CO)C(=O)c2cc(C3=CCCCC3)cnc2O[C@H]1CN(C)C(=O)c1ccccn1,5
C[C@@H]1CN([C@H](C)CO)C(=O)CCCn2nncc2CO[C@H]1CN(C)C(=O)c1ccc(N2CCN(C)CC2)cc1,-1
C[C@H](CO)N1C[C@H](C)[C@@H](CN(C)Cc2ccncc2)Oc2cc(-c3ccccc3F)ccc2S1(=O)=O,?
C[C@H](CO)N1C[C@H](C)[C@@H](CN(C)Cc2ccc(Oc3ccccc3)cc2)Oc2ccc(NS(=O)(=O)c3ccc(F)cc3)cc2CC1=O,2
C[C@@H]1CN([C@@H](C)CO)C(=O)c2cc(N(C)C)ccc2O[C@@H]1CN(C)S(=O)(=O)c1ccccc1,2

# (cont.)
SMILES,NSD2 inh
C[C@@H]1CN([C@@H](C)CO)C(=O)c2cc(NS(=O)(=O)c3ccc(F)cc3)ccc2O[C@@H](C)CCCCO[C@@H]1CN(C)C(=O)Nc1ccccc1,-7
COc1ccc(S(=O)(=O)N(C)C[C@@H]2OCCCC[C@@H](C)Oc3ccc(NS(=O)(=O)c4ccccc4)cc3C(=O)N([C@@H](C)CO)C[C@@H]2C)cc1,1
C[C@H]1CN([C@@H](C)CO)C(=O)c2cccc(NC(=O)c3ccncc3)c2O[C@@H]1CN(C)Cc1ccc2c(c1)OCO2,8
C[C@H]1CN([C@@H](C)CO)C(=O)c2cc(C#CCN(C)C)cnc2O[C@H]1CN(C)C(=O)CN1CCOCC1,0
CN(C)c1ccc2c(c1)[C@@H]1C[C@@H](CC(=O)NCc3ccccn3)O[C@@H](CO)[C@@H]1O2,1
C[C@@H]1CCCCO[C@@H](CN(C)C(=O)NC2CCCCC2)[C@@H](C)CN([C@@H](C)CO)C(=O)c2cc(NC(=O)Nc3cccc4ccccc34)ccc2O1,-10
Cc1noc(C)c1S(=O)(=O)N(C)C[C@H]1OCCCC[C@@H](C)Oc2ccc(NC(=O)NC3CCCCC3)cc2C(=O)N([C@@H](C)CO)C[C@@H]1C,1
C[C@@H]1CN([C@H](C)CO)C(=O)Cc2cc(NS(=O)(=O)c3ccccc3)ccc2O[C@H]1CN(C)C(=O)Nc1ccc2c(c1)OCO2,5
C[C@H]1CN([C@@H](C)CO)S(=O)(=O)c2ccc(-c3cccnc3)cc2O[C@@H]1CN(C)C,-3
COc1ccc(S(=O)(=O)N(C)C[C@H]2Oc3c(NC(=O)C4CC4)cccc3C(=O)N([C@H](C)CO)C[C@H]2C)cc1,3
C[C@@H]1CN([C@@H](C)CO)C(=O)Cc2cc(NC(=O)CCN3CCOCC3)ccc2O[C@H]1CN(C)S(=O)(=O)c1ccc(F)cc1,0
CC(=O)N(C)C[C@@H]1Oc2ncc(-c3cccc(C#N)c3)cc2C(=O)N([C@@H](C)CO)C[C@H]1C,1
C[C@@H]1CN([C@H](C)CO)C(=O)c2cc(NS(=O)(=O)c3cccs3)ccc2O[C@@H]1CN(C)Cc1ccncc1,3
COc1ccc2ncnc(NCc3ccc4c(c3)OCO4)c2c1,18
COc1ccc(S(=O)(=O)Nc2cccc3c2O[C@H](CN(C)C(=O)Nc2ccc(F)cc2)[C@@H](C)CN([C@@H](C)CO)C3=O)cc1,6
C[C@H]1CN([C@@H](C)CO)C(=O)c2cc(C#CC3(O)CCCC3)cnc2O[C@@H]1CN(C)S(=O)(=O)c1ccccc1,0
CC(=O)N(C)C[C@H]1Oc2cc(C#CC3CC3)ccc2S(=O)(=O)N([C@@H](C)CO)C[C@@H]1C,0
CC(=O)N(C)C[C@@H]1Oc2ncc(C#Cc3cccc(F)c3)cc2C(=O)N([C@@H](C)CO)C[C@@H]1C,5
O=C1c2ccccc2C(Cc2ccncc2)(Cc2ccncc2)c2ccccc21,-5
CC(C)NC(=O)N(C)C[C@@H]1Oc2ncc(-c3ccc(C(=O)N(C)C)cc3)cc2C(=O)N([C@@H](C)CO)C[C@H]1C,-1
C[C@H](CO)N1C[C@H](C)[C@H](CN(C)C(=O)Nc2ccc(F)cc2)Oc2ccc(NC(=O)Nc3ccc(F)cc3)cc2C1=O,2
CC(C)NC(=O)Nc1ccc2c(c1)C(=O)N([C@@H](C)CO)C[C@H](C)[C@@H](CN(C)C(=O)Nc1ccc3c(c1)OCO3)O2,4
Cc1ccc(S(=O)(=O)Nc2ccc3c(c2)C(=O)N([C@@H](C)CO)C[C@H](C)[C@H](CN(C)C(=O)C2CCCCC2)OCCCC[C@H](C)O3)cc1,1
C[C@H]1CN([C@@H](C)CO)C(=O)Cc2cc(NC(=O)Nc3cccc4ccccc34)ccc2O[C@H]1CN(C)S(=O)(=O)c1ccc(Cl)cc1,0
C[C@H](CO)N1C[C@H](C)[C@H](CN(C)Cc2ccc(Oc3ccccc3)cc2)Oc2ccc(NC(=O)c3ccncc3)cc2C1=O,6
COc1ccc(S(=O)(=O)Nc2ccc3c(c2)C(=O)N([C@H](C)CO)C[C@H](C)[C@H](CN(C)Cc2ccc(Cl)c(Cl)c2)OCCCC[C@H](C)O3)cc1,-2
C[C@@H]1CN([C@H](C)CO)C(=O)c2cc(N(C)C)ccc2O[C@@H]1CN(C)Cc1ccc(-c2ccccc2)cc1,7
C[C@@H]1CN([C@@H](C)CO)C(=O)Cc2cc(NC(=O)CCCCCC(=O)Nc3ccccc3N)ccc2O[C@@H]1CN(C)S(=O)(=O)c1cccs1,2

# Some of these compounds in order of heavy-atom count, rising:
SMILES,NSD2 inh
COc1ccc2ncnc(NCc3ccc4c(c3)OCO4)c2c1,18
O=C1c2ccccc2C(Cc2ccncc2)(Cc2ccncc2)c2ccccc21,-5
C[C@H]1CN([C@@H](C)CO)C(=O)c2cc(C#CCN(C)C)cnc2O[C@H]1CN(C)C(=O)CN1CCOCC1,0
C[C@@H]1CN([C@H](C)CO)C(=O)c2cc(NS(=O)(=O)c3cccs3)ccc2O[C@@H]1CN(C)Cc1ccncc1,3
COc1ccc(S(=O)(=O)N(C)C[C@H]2Oc3c(NC(=O)C4CC4)cccc3C(=O)N([C@H](C)CO)C[C@H]2C)cc1,3
C[C@H](CO)N1C[C@H](C)[C@H](CN(C)C(=O)Nc2ccc(F)cc2)Oc2ccc(NC(=O)Nc3ccc(F)cc3)cc2C1=O,2
C[C@@H]1CN([C@@H](C)CO)C(=O)Cc2cc(NC(=O)CCN3CCOCC3)ccc2O[C@H]1CN(C)S(=O)(=O)c1ccc(F)cc1,0
C[C@H]1CN([C@@H](C)CO)C(=O)Cc2cc(NC(=O)Nc3cccc4ccccc34)ccc2O[C@H]1CN(C)S(=O)(=O)c1ccc(Cl)cc1,0
Cc1ccc(S(=O)(=O)Nc2ccc3c(c2)C(=O)N([C@@H](C)CO)C[C@H](C)[C@H](CN(C)C(=O)C2CCCCC2)OCCCC[C@H](C)O3)cc1,1
C[C@@H]1CN([C@@H](C)CO)C(=O)c2cc(NS(=O)(=O)c3ccc(F)cc3)ccc2O[C@@H](C)CCCCO[C@@H]1CN(C)C(=O)Nc1ccccc1,-7
COc1ccc(S(=O)(=O)N(C)C[C@@H]2OCCCC[C@@H](C)Oc3ccc(NS(=O)(=O)c4ccccc4)cc3C(=O)N([C@@H](C)CO)C[C@@H]2C)cc1,1

# High-throughput results from PubChem.
